Bioassay records deposited in PubChem by several laboratories.
pCIP destab: p/CIP-EGFP fusion destabilizers, primary screen, fluorescence, F442A cells | 16 h | decrease of EGFP signal, % at 10 µM | actives 0.01% (n = 290,000);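 active = EGFP signal decrease of at least 30% at 10 µM or well 3 SD below plate mean, unless failing retest; inactive = the rest, including hits failing retest or dose response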; also: some compounds called inactive have numbers as strong as hits; many of its hits are not listed in these tables
Target sequence (Q05BA5 1-1403): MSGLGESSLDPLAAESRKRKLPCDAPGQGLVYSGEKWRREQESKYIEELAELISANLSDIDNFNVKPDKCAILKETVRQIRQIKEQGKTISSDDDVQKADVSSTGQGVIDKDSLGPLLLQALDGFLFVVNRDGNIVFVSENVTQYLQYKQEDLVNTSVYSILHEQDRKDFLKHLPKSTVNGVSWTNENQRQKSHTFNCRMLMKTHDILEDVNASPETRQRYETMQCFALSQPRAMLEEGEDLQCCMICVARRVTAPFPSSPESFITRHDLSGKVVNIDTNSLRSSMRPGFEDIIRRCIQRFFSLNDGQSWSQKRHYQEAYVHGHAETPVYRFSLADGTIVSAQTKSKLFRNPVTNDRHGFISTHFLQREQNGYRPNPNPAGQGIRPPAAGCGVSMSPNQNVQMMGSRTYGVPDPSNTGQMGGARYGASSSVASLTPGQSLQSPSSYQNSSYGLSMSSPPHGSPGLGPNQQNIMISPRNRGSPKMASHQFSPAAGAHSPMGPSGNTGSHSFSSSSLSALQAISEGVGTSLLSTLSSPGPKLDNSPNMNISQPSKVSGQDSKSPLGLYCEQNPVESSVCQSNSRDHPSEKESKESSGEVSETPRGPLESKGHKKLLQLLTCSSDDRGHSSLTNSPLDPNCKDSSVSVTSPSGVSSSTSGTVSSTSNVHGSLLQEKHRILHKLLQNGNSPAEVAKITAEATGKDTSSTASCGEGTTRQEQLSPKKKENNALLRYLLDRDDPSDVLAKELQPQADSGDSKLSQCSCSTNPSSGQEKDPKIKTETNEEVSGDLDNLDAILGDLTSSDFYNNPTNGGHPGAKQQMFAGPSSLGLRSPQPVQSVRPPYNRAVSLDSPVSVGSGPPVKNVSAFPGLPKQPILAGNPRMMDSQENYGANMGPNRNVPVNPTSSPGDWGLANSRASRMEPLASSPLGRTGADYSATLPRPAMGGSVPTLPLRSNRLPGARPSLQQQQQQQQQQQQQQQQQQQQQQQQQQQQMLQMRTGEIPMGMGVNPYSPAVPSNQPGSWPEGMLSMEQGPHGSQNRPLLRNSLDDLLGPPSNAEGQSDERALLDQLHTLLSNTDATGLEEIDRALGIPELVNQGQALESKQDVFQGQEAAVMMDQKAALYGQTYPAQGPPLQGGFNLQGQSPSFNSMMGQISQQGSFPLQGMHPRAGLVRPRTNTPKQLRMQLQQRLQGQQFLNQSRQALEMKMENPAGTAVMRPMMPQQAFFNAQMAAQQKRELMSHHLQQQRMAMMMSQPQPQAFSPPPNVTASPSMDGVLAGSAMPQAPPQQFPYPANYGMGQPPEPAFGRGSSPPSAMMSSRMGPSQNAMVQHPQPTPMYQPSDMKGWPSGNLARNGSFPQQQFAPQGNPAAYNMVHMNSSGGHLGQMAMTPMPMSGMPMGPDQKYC
FID counter: compounds displacing fluorescent DNA intercalator, primary screen, artefact control for HCV NS3 helicase inhibitor project, biochemical, FID fluorescence | DNA fluorescent intercalator displacement | inhibition, % at 7.9 µM | actives 0.17% (n = 290,000) | AID 1845, 2009; in the data active = inhibition above about 37%;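 also: 0% = vehicle and 100% = reference compound; higher means more ethidium bromide displaced from hairpin DNA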
HCV NS3 hel inh: inhibitors of HCV NS3 helicase, primary screen, biochemical, Cy5 molecular beacon fluorescence; Hepatitis C virus NS3 helicase; NS3 helicase DNA unwinding; inhibition, % at 10.9 µM; actives 0.56% (n = 290,000); AID 1800, 2009;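 active = inhibition above the mean of all tested compounds plus 3 SD, set per campaign, cut at about 35% in these data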;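 also: 0% = DMSO wells and 100% = thioflavine S control wells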
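test system = hepatitis C virus NS3 helicase domain fragment enzyme | reagent = annealed dual-labelled DNA beacon duplex, ATP-started | times = 1 h at 25 °C | detection = Cy5 fluorescence, 0 and 60 min reads | read-out basis = percent inhibition from t60/t0 fluorescence ratio | control set = DMSO and thioflavine S | replication = one well per compound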
SUMO HTRF inh: inhibitors of in vitro SUMOylation cascade, primary screen, biochemical, HTRF, uHTS; SUMO-conjugating enzyme UBC9 (Homo sapiens), P63279; HTRF SUMOylation assay, SAE1/SAE2 + UBC9; inhibition, % at 35 µM; actives 0.36% (n = 290,000); AID 2006, 2009; in the data active = inhibition above about 50%, passing the limit was not always enough; also: strong numbers were not always called active
IDE inh: human IDE inhibitors in live cells, primary screen, fluorescence polarization, HEK cells, FAbetaB substrate. Insulin-degrading enzyme (Homo sapiens), P14735. FAbetaB cleavage. inhibition, % at 5.59 µM. actives 0.41% (n = 320,000). AID 434962, 2010;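 active = percent inhibition above the average of all tested compounds plus 3 SD, set per screening campaign, cut at about 16% in these data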;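 also: IDE supplied by intact live HEK cells; FP after avidin binding of uncleaved biotin substrate so inhibition keeps polarization high; 0% = DMSO wells and 100% = 60 µM reference IDE inhibitor Ii1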
IDE cell activ: human IDE activators in live cells, primary screen, fluorescence polarization, HEK cells, FAbeta-B substrate; AID 493087, 2011; actives 0.073% (n = 340,000); FAbeta-B cleavage; 0% vehicle, 100% cell-free pure enzyme wells; activation, % at 5.96 µM; Insulin-degrading enzyme (Homo sapiens), P14735;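 active = activation above the mean of all tested compounds plus 3 SD, set per screening campaign, cut at about 17% in these data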
IMP-1 inh: IMP-1 metallo-beta-lactamase inhibitors, primary screen, biochemical, epi-absorbance readout, Pseudomonas aeruginosa enzyme; metallo-beta-lactamase IMP-1 (Pseudomonas aeruginosa); purified IMP-1, nitrocefin hydrolysis, epi-absorbance fluorescence; inhibition, % at 5.6 µM; actives 0.45% (n = 290,000); AID 1556, 2009;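 active = inhibition above the mean plus 3 SD of all compounds in the same screening run, cut at about 4.5% in these data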;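 also: 0% = IMP-1 with DMSO and 100% = DMSO wells lacking enzyme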
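Assay system: purified IMP-1; Quantity: IMP-1 0.2 nM before substrate addition; Medium: HEPES buffer pH 7.1 with ZnSO4 and Brij 35; Incubation: 15 min enzyme–compound preincubation, then 25 min nitrocefin reaction, 25 °C; Signal: fluorescence quenching readout, ex 480/em 530 nm; Controls: DMSO with and without IMP-1; Repeats: singlicate testing.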
M18AAP inhibitor: PfM18AAP inhibitors, malaria aminopeptidase, primary screen, biochemical, QFRET, recombinant enzyme | actives 1.2% (n = 290,000) | AID 1822, 2009 | H-Glu-NHMec fluorogenic cleavage | inhibition, % at 7.35 µM;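 active = inhibition above the campaign mean inhibition over all tested compounds plus 3 SD, cut at about 28% in these data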;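 also: 0% = plate median of test compound wells and 100% = 2 mM ZnCl2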
VIM-2 inh: VIM-2 metallo-beta-lactamase inhibitors, primary screen, biochemical, epi-absorbance readout, Pseudomonas aeruginosa enzyme; inhibition, % at 5.6 µM; actives 0.89% (n = 290,000); AID 1527, 2009; purified VIM-2, nitrocefin hydrolysis, epi-absorbance fluorescence;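 active = inhibition above the mean of all tested compounds plus 3 SD, cutoff set per screening run, cut at about 7.5% in these data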;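 also: red hydrolysis product quenches plate fluorescence so inhibitors raise well fluorescence; 0% = enzyme with DMSO and 100% = DMSO without enzyme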
* marks the source's active call; other numbers are inactive results; . = no result given.

SMILES	pCIP destab	FID counter	HCV NS3 hel inh	SUMO HTRF inh	IDE inh	IDE cell activ	IMP-1 inh	M18AAP inhibitor	VIM-2 inh
O=C(c1cc2cc(Br)ccc2s1)N1CCOCC1	5.0	-7.2	-4.9	9.4	1.6	4.6	-3.5	-1.3	-1.0
CCC(C)(NC(=O)c1ccc2c(c1)OCO2)C(=O)NC1CCCCC1 (stereo unspecified)	7.4	-4.0	6.0	-10.7	5.9	1.7	-2.6	-4.7	-2.4
O=C(NCCCCCCNC(=O)C1CCCC1)C1CCCC1	-8.7	1.4	4.3	9.2	-0.1	2.5	-1.0	-9.3	-3.0
CCN(CC)S(=O)(=O)c1cc(C(=O)OCC(=O)Nc2cccc(Br)c2)ccc1F	-1.0	-15.8	-8.8	-29.4	1.9	-1.2	-0.8	-5.1	1.0
O=C(CC1NCCNC1=O)Nc1ccc(Cl)c(Cl)c1 (stereo unspecified)	-8.6	0.8	-9.8	-7.1	-1.7	1.0	-1.5	1.2	-3.2
CC(C)(C)CC(=O)O/N=C(\N)c1ccncc1	2.1	-1.5	8.2	7.1	3.8	1.8	-2.6	0.5	-1.8
CCN1C(=O)CCCc2ccccc21	-1.0	-2.9	6.9	0.2	-1.1	-1.1	-2.0	3.8	-0.8
CCSc1nnc(-c2ccc(Cl)cc2Cl)o1	-6.3	2.9	-2.1	13.5	-2.8	9.6	-2.2	-9.4	-1.2
Cn1cnc([N+](=O)[O-])c1NC(C)(C)C	10.3	-2.4	5.0	3.2	-1.6	1.8	-5.8	-0.9	-2.7
Cc1c(Br)c([N+](=O)[O-])nn1CC(=O)Nc1sc2c(c1C(=O)OC(C)C)CCCC2	-6.3	-1.5	-3.5	11.9	0.7	-1.4	-2.6	-0.5	-1.1

Three entries from above, with values under each structure.
The line under a structure holds: pCIP destab | FID counter | HCV NS3 hel inh | SUMO HTRF inh | IDE inh | IDE cell activ | IMP-1 inh | M18AAP inhibitor | VIM-2 inh
CCSc1nnc(-c2ccc(Cl)cc2Cl)o1
  -6.3 | 2.9 | -2.1 | 13.5 | -2.8 | 9.6 | -2.2 | -9.4 | -1.2
Cn1cnc([N+](=O)[O-])c1NC(C)(C)C
  10.3 | -2.4 | 5.0 | 3.2 | -1.6 | 1.8 | -5.8 | -0.9 | -2.7
Cc1c(Br)c([N+](=O)[O-])nn1CC(=O)Nc1sc2c(c1C(=O)OC(C)C)CCCC2
  -6.3 | -1.5 | -3.5 | 11.9 | 0.7 | -1.4 | -2.6 | -0.5 | -1.1

Next structures.
SMILES	pCIP destab	FID counter	HCV NS3 hel inh	SUMO HTRF inh	IDE inh	IDE cell activ	IMP-1 inh	M18AAP inhibitor	VIM-2 inh
COc1ccc(C)cc1NC(=O)CN(C)S(=O)(=O)c1ccc2c(c1)CC(C)N2C(C)=O (stereo unspecified)	-10.0	-39.8	-8.7	.	0.6	-2.7	-1.0	-10.8	-0.3
COc1cccc(N/C=C/C(=O)c2ccc(Cl)cc2)c1	-5.1	-2.7	-1.9	1.2	4.4	1.0	-0.4	-9.4	2.3
COc1ccc(NCc2cccnc2)cc1	5.1	2.8	-9.7	2.9	3.2	1.1	0.6	-1.8	2.8
COC(=O)[C@@]1(Cc2ccc(F)cc2)[C@H]2c3cc(C(=O)N(C)C)n(Cc4nc5ccccc5[nH]4)c3C[C@H]2CN1C(=O)c1ccccc1	-8.8	-44.0	-21.3	9.7	-4.5	.	-4.4	3.0	-5.2
CCOC(=O)N1CCN(C(=O)c2cc3c(ccc4ccccc43)oc2=O)CC1	-14.5	-23.6	-0.5	-1.0	-0.1	4.5	-1.1	7.3	1.3
COC(=O)c1sc(-c2ccc(C(C)(C)C)cc2)cc1NC(=O)CCC(=O)O	4.6	-11.9	9.8	30.8	-4.1	.	-2.4	-0.1	0.1
COc1ccc(N2CCN(Cc3nnc(-c4ccccc4)o3)CC2)cc1	-11.3	-21.1	2.9	0.8	3.0	-4.2	-3.2	0.2	-1.8
COc1ccccc1NS(=O)(=O)c1ccc(C(=O)N2CCCC(C)C2)cc1 (stereo unspecified)	-16.1	-31.4	0.8	15.1	-1.5	5.3	-0.7	-4.1	-3.0
CC(=O)NC(Cc1cccc(F)c1)C(=O)NC1CCN(c2nnnn2-c2ccccc2)CC1 (stereo unspecified)	-7.7	-40.0	-10.4	9.2	-0.7	-0.4	-1.5	0.2	-3.0
COc1ccc(-c2cc(C(=O)N3CCCCCC3)c3ccccc3n2)c(OC)c1	-9.8	-42.0	-8.3	13.7	8.0	0.8	-1.2	14.4	-3.0
CC(C)CC1C(C#N)=C(N)SC(N)=C1C#N	0.8	0.3	-1.1	-13.7	13.1	-7.0	-2.1	26.6	-1.6
COCCn1c(=O)c2c(nc3n2CCCN3Cc2ccccc2)n(C)c1=O	3.0	-27.1	14.5	5.2	-4.5	2.9	-1.9	-1.4	1.8
O=C(/C=C/c1cc(Br)ccc1F)Nc1cccnc1	-2.7	-9.2	16.0	-1.1	9.6	-5.1	-2.9	10.2	-3.6
CN(C(=O)COC(=O)c1n[nH]c2ccccc12)C1CCS(=O)(=O)C1 (stereo unspecified)	-8.7	-3.3	10.4	-3.9	6.5	1.1	-0.9	-13.6	0.1
COc1ccc2cc(-c3[nH]ncc3CN3CCCC3c3nonc3C)ccc2c1 (stereo unspecified)	-14.6	6.2	-2.4	5.6	-0.3	4.0	-3.5	9.5	-4.6
O=c1c(Cl)c(Cl)cnn1Cc1ccccc1Cl	-22.5	-2.4	7.6	3.9	-2.5	.	-2.3	4.5	-2.3
COC(=O)[C@@H]1CC[C@H](C)[C@@H](c2ccc(C)cc2)N1C(=O)c1ccc(/C=N/OC[C@@H](O)COCc2ccco2)cc1	-12.5	-48.1	-11.5	4.4	.	.	-1.3	-5.5	-1.1
CCn1c(=S)sc2c(=O)n(CC(=O)Nc3ccccc3)c(C)nc21	-12.9	-7.4	-1.7	6.8	-8.5	5.7	-4.3	-6.9	-0.3
Cc1cccc(NC(=O)COC(=O)C2C3CC4OC(=O)C2C4C3)c1C (stereo unspecified)	-7.1	-9.0	3.9	9.1	-2.2	2.6	-1.0	7.0	-4.3
CN1CCC(=NNC(=O)c2ccco2)CC1	9.6	-0.4	3.5	0.6	7.0	-3.8	-3.3	-5.2	-1.4
CCCOC(=O)c1cccc(Nc2nc(-c3cccnc3)nc3ccccc23)c1	-4.2	-7.5	-31.2	12.8	2.3	-7.9	-3.3	-2.0	-2.6
Cn1c(C(=O)NCCOc2ccccc2Cl)cc(=O)n(C)c1=O	13.1	-3.9	5.0	-11.6	-0.8	1.1	-0.9	1.1	-2.2
COc1ccc(N(C(=O)c2cccnc2)S(=O)(=O)c2ccc3c4c(cccc24)C(=O)N3C)cc1	-2.8	-3.7	-0.2	1.4	-4.4	-1.3	-1.5	3.3	-3.6
O=C(Nc1ccccc1C(=O)N1CCOCC1)c1ccco1	1.6	-2.6	-2.8	9.3	-5.6	4.2	-3.0	-9.7	-1.4
COc1ccc(CN(CC2CCCO2)S(=O)(=O)c2ccc(C(=O)O)cc2)cc1OC (stereo unspecified)	1.7	-25.6	-37.4	-2.6	0.7	-2.9	-2.7	1.8	-1.5
CCOc1ccc2nc(SC(CC)C(=O)Nc3cc(C)on3)sc2c1 (stereo unspecified)	-5.5	-4.3	5.9	-0.2	-2.8	3.3	-4.5	-0.1	-3.4
Cc1ccc2sc(=O)[nH]c2c1	-4.6	-4.6	1.2	23.5	-1.4	4.7	1.0	-8.8	-0.4
O=c1c2ccccc2[nH]c(=S)n1-c1cccc(S(=O)(=O)N2CCCC2)c1	-1.8	-7.0	-3.2	2.4	1.5	-3.6	-2.6	6.0	-7.0
CC(C)=C1SC(N2CCCCC2)=NC1=O	-3.7	-7.5	-3.4	22.1	3.4	5.6	-3.3	-14.2	-3.5
Cc1cccc(C(=O)NCCCNC(=O)c2ccc(C)nc2)c1	-10.5	-5.5	4.2	14.7	-3.3	-2.2	-2.6	-0.2	-2.5
Cc1cc(Br)ccc1NC(=O)CN1C(=O)C2C3CC(c4ccccc4)C(C3)C2C1=O (stereo unspecified)	-7.6	-7.1	-20.8	4.7	3.7	6.7	-1.3	5.4	-0.6
COc1ccc(CN2CCN(C3CCC3)CC2CCO)c(C)c1C (stereo unspecified)	14.6	3.7	-8.8	6.8	1.2	2.7	-1.6	0.3	-3.5
CCOc1ncccc1C(=O)Nc1ccc(S(=O)(=O)NC2=NCCCCC2)cc1	16.5	-7.3	11.6	10.6	5.5	3.0	0.5	-4.6	-1.9
O=C(Cc1ccccc1)NCCc1cnc[nH]1	-4.3	-2.4	10.2	-5.3	4.1	2.2	-4.1	-3.7	-2.5
COc1ccc(N(CC(=O)NCCC2=CCCCC2)S(C)(=O)=O)cc1	-18.3	-19.2	1.9	-2.6	-1.6	6.1	-3.0	-9.8	-3.0
CCOC(=O)C1CCN(C2=NC(=O)/C(=C/c3ccccc3OC)S2)CC1	4.0	-33.8	5.6	-4.7	-10.4	-0.9	-1.0	-8.4	-0.6
Cc1cc(C)nc(SCCS(=O)Cc2ccc(Cl)cc2)n1 (stereo unspecified)	-10.2	-17.0	-2.3	8.6	6.2	3.1	1.4	6.0	1.2
COc1cc(CC(NC(C)=O)C(=O)NC2CCN(C(=O)Nc3ccc(C)cc3)CC2)cc(OC)c1 (stereo unspecified)	-7.5	-35.6	-3.8	-2.6	8.8	-0.4	-3.3	-2.5	-3.1
Cc1sc(NC(=O)CSc2nnnn2C)c(C#N)c1C	-7.0	-3.7	-19.6	17.0	-3.9	-4.0	-3.3	-4.0	-0.2
CCCN1CNC(=S)N(c2ccccc2OCC)C1	5.5	-3.6	-4.4	-9.3	3.7	1.4	-1.8	-12.2	1.8
Cc1ccc(NC(=O)NNC(=O)COc2ccc3ccccc3c2)cc1	-2.4	-8.1	0.6	1.9	-2.2	4.2	-1.7	-10.1	-0.2
COc1ccc(NC(=O)CS(=O)(=O)Cc2ccccc2)c([N+](=O)[O-])c1	-9.2	-11.4	15.2	12.5	-4.7	1.9	0.3	-11.3	-0.1
Cc1ccc(C(=O)Cn2cnc3ccccc3c2=O)cc1C	-62.2	-11.8	0.1	-7.0	1.7	1.9	1.1	6.6	-2.0
O=C(NCCC1=CCCCC1)NC12CC3CC(CC(C3)C1)C2	-5.5	-9.3	1.4	-18.5	-4.0	5.1	-0.5	-2.4	-3.0
Cn1c(=O)oc2cc(S(=O)(=O)N3CCC(C(=O)Nc4ccc(OC(F)(F)F)cc4)CC3)ccc21	-8.6	2.2	-2.7	-5.7	-1.1	-1.6	-3.5	0.3	0.1
